Compound activity as filed in PubChem.
NFkB transloc inh – blocks IL-1B driven NFkB nuclear translocation in HUVEC cells | HUVEC IL-1B NFkB p65 nuclear translocation imaging | inhibition, % at 2 µM | hit rate 0.43% among 94,000 | AID 796;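 active = inhibition above about 30% together with a positive call from visual inspection of the well image, limit read from the data; inconclusive = inhibition above a set limit but visual check negative; inactive = inhibition not above a set limit, visual check negative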;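 also: nuclear over cytoplasmic p65 intensity ratio measured by imaging; 0% = IL-1B stimulated DMSO wells and 100% = unstimulated DMSO wells; values of inactives mirror those of a sister screen read the other way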
IL1B NFkB pot – enhances IL-1B driven NFkB nuclear translocation | HUVEC IL-1B NFkB p65 nuclear translocation imaging | activation, % at 2 µM | hit rate 0.3% among 94,000 | AID 819;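 active = activation above 40%, about the mean plus 3 SD, also judged a hit on visual image review; inconclusive = activation above 40% but not a hit on visual review; inactive = activation not above 40% and no visual hit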;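 also: percent activation is computed from the nuclear over cytoplasmic p65 intensity ratio; values of inactives mirror those of a sister screen read the other way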
MRP reversal – compounds reversing MRP-mediated drug resistance | hit rate 0.04% among 85,000 | differential viability (reversal), % at 10 µM | H69AR cells + 2 uM doxorubicin, CellTiter-Glo, 72 h | AID 602;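 active = viability drop by adding the cancer drug above about 55%, with treated viability meeting a 40% cutoff, limit read from the data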;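 also: viability without doxorubicin minus viability with 2 µM doxorubicin for each compound; larger differential means the compound sensitizes cells more to doxorubicin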
Bcl-B displacement – displacers of TR3 peptide from Bcl-B, primary screen, selectivity assay for Bfl-1 inhibitor project, biochemical, fluorescence polarization; FP displacement of FITC-TR3 peptide from Bcl-B; higher % means a stronger effect; displacement, % at 20 µM, or IC50 in µM where a hit was titrated; hit rate 0.11% among 96,000;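 active = displacement above 50% at 20 µM plus a fluorescence interference ratio under 1.5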;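 also: plate controls were wells without compound for no effect and wells lacking Bcl-B protein for full effect; a part of the inactive calls stands beside numbers as strong as those of hits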
PLAP inhibition – inhibition of human placental alkaline phosphatase – biochemical, luminescence, HTS (AID 690). purified PLAP, luminescent substrate; higher % means a stronger effect. inhibition, % at 20 µM; hits with a dose series show IC50 in µM. hit rate 0.08% among 96,000; in the data active = a potency from the dose series; inactive = the rest, 99 in 100 with inhibition below about 30%; also: strong numbers were not always called active
MRP reversal cytotoxicity – recorded beside MRP reversal, whose call it bears; viability, %; H69AR cells, CellTiter-Glo, 72 h; measured here: cytotoxicity without doxorubicin
MRP reversal with doxorubicin – second read-out of MRP reversal, no call of its own (marks repeat the call); viability, %; measured here: viability with 2 uM doxorubicin; hits give low values
NFkB transloc inh cell count 2 µM – second read-out of NFkB transloc inh, no call of its own (marks repeat the call); cell count; measured here: cells passing quality filter;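 raw number of nuclei counted in each imaged well without normalization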
IL1B NFkB pot cell count 2 µM – further read-out of IL1B NFkB pot, marked with its call; cell count; measured here: cells passing quality filter
* marks the source's active call; other numbers are inactive results; ? = inconclusive; / = no result given. Only part of the results is shown. The share of hits here may be higher or lower than overall.

SMILES	NFkB transloc inh	NFkB transloc inh cell count 2 µM	IL1B NFkB pot	IL1B NFkB pot cell count 2 µM	MRP reversal	MRP reversal cytotoxicity	MRP reversal with doxorubicin	Bcl-B displacement	PLAP inhibition
C=CCn1c(SCc2csc(C)n2)nc2sc3c(c2c1=O)CCC(C)C3 (stereo unspecified)	-3	136	3	136	-37	31	68	/	/
CCOc1cc(S(=O)(=O)N2CC=C(c3ccc(F)cc3)CC2)c(OCC)cc1-n1cnnn1	-4	183	4	183	-32	12	44	4%	-18%
CC1=C(C(=O)N2CCOCC2)C(c2ccccc2F)C2=C(CCCC2=O)N1 (stereo unspecified)	-3	140	3	140	2	91	88	-2%	7%
COc1ccc(C(=O)N/N=C/C(C)c2ccccc2)cc1OC (stereo unspecified)	2	158	-2	158	/	/	/	16%	-24%
COC(=O)C1CCN(C(=O)COC(=O)Cc2c[nH]c3ccccc23)CC1	0	119	0	119	-8	90	98	5%	-31%
O=c1sc(Nc2ccccc2)nc2ccsc12	0	90	0	90	0	60	59	-2%	28%
CCCCCCCCS(=O)C1CCS(=O)(=O)C1 (stereo unspecified)	-17	168	17	168	-1	95	96	0%	7%
Fc1cccc(Cl)c1CSc1nnc(CN2CCOCC2)n1-c1ccccc1	3	141	-3	141	/	/	/	-1%	-66%
CC(C(=O)c1ccc(-c2ccccc2)cc1)[n+]1ccccc1 (stereo unspecified)	4	60	-4	60	/	/	/	-11%	14%
COc1ccc2[nH]c(=O)c(CNc3ccccc3)cc2c1	2	137	-1	137	-11	61	71	5%	-27%
c1ccc(Nc2nc(N3CCOCC3)c3ccccc3n2)cc1	2	178	-2	178	11	96	85	10%	-70%
CC(C)OP(=O)(OC(C)C)C1(O)C(=O)Nc2ccc(Br)cc21 (stereo unspecified)	3	151	-3	151	/	/	/	-1%	3%

Look-ups from the entries so far.
Reading of CCCCCCCCS(=O)C1CCS(=O)(=O)C1 (stereo unspecified) in IL1B NFkB pot: 17
Reading of COc1ccc2[nH]c(=O)c(CNc3ccccc3)cc2c1 in PLAP inhibition: -27%

Next part.
SMILES	NFkB transloc inh	NFkB transloc inh cell count 2 µM	IL1B NFkB pot	IL1B NFkB pot cell count 2 µM	MRP reversal	MRP reversal cytotoxicity	MRP reversal with doxorubicin	Bcl-B displacement	PLAP inhibition
C/C(N)=C(/C#N)C(=O)CSc1nnnn1-c1ccc(C)cc1	8	103	-8	103	10	96	86	-13%	14%
COc1ccccc1NS(=O)(=O)c1cc(C(=O)NCCN2CCOCC2)ccc1Cl	14	93	-14	93	1	85	84	2%	-12%
O=C(CSc1nc2ccccc2s1)NNC(=S)Nc1ccc(Br)cc1	-2	120	2	120	/	/	/	-6%	2%
Brc1ccc2c(c1)OCCOCCOc1cc(Br)ccc1OCCOCCOCCO2	13	112	-13	112	/	/	/	-6%	-36%
Cc1cc(S(=O)(=O)NC2CCCC2)ccc1F	-9	121	9	121	-2	98	100	-2%	15%
CCOC(=O)c1c(C)c(-c2ccccc2)n(CC(=O)N2CCN(C)CC2)c1C	2	167	-2	167	1	68	67	-6%	-84%
COC(=O)c1ccc(NC(=O)C2CC(=O)N(c3ccc(C)cc3)C2)cc1 (stereo unspecified)	-9	84	9	84	-6	84	90	/	/
O=C(NNC1=C(C(=O)C(F)(F)F)CCC1)c1ccccc1Cl	-11	159	11	159	-18	51	70	0%	-114%
CCOC(=O)c1c(C)[nH]c(C(=O)CSc2nnc(-c3cccs3)n2Cc2ccccc2)c1C	3	113	-3	113	1	5	4	-18%	-16%
CC(C)C(=O)NC(=S)Nc1ccccc1F	1	134	-1	134	/	/	/	0%	10%
COC(=O)CN(c1cccc(F)c1)S(C)(=O)=O	-71	171	71*	171*	/	/	/	3%	13%
COc1ccc2[nH]c(=O)c(CN(C(=O)c3cccnc3)c3ccc(C)cc3)cc2c1	-18	191	18	191	-1	75	76	2%	-5%

Reprinted at random: two compounds from above.
SMILES	NFkB transloc inh	NFkB transloc inh cell count 2 µM	IL1B NFkB pot	IL1B NFkB pot cell count 2 µM	MRP reversal	MRP reversal cytotoxicity	MRP reversal with doxorubicin	Bcl-B displacement	PLAP inhibition
CCOC(=O)c1c(C)[nH]c(C(=O)CSc2nnc(-c3cccs3)n2Cc2ccccc2)c1C	3	113	-3	113	1	5	4	-18%	-16%
COc1ccccc1NS(=O)(=O)c1cc(C(=O)NCCN2CCOCC2)ccc1Cl	14	93	-14	93	1	85	84	2%	-12%

The list goes on:
SMILES	NFkB transloc inh	NFkB transloc inh cell count 2 µM	IL1B NFkB pot	IL1B NFkB pot cell count 2 µM	MRP reversal	MRP reversal cytotoxicity	MRP reversal with doxorubicin	Bcl-B displacement	PLAP inhibition
O=C(Cn1c(=O)c2c(ncn2C2CCCC2)n(Cc2ccccc2)c1=O)N1CCc2ccccc21	-16	178	16	178	16	91	75	-45%	-82%
Cc1ccccc1Cn1c(=O)n(CCCC(=O)NCc2ccco2)c(=O)c2sccc21	/	/	/	/	-16	60	76	3%	-59%
COc1ccccc1-n1cnc2cc(NCc3ccccn3)ccc21	20	153	-20	153	-27	46	73	4%	-1%
COc1ccc(C2CC(c3ccc(C)cc3)Nc3ncnn32)cc1 (stereo unspecified)	/	/	/	/	22	92	70	-1%	-22%
CC(=O)NC(c1ccc(F)cc1)c1cccnc1 (stereo unspecified)	9	73	-9	73	1	102	102	/	/
CCCCOCC(O)Cn1c(C)nc2ccccc21 (stereo unspecified)	-4	77	4	77	18	100	81	-2%	-12%
CCOc1ccc(-n2c(C)nc3cc(C(=O)NCc4ccco4)ccc32)cc1	-46	134	?	/	9	86	78	22%	-7%
O=c1c2cccc3c2c(nn1CN1CCOCC1)-c1ccccc1-3	-14	108	14	108	/	/	/	9%	-13%
CCOc1cc(-n2cnnn2)c(OCC)cc1NC(=O)c1cnccn1	/	/	/	/	16	82	66	-20%	22%
C/C(=C\C(=O)c1cccnc1)Nc1ccc(C)c(C)c1	4	64	-5	64	3	93	90	-2%	3%
Cc1ccc(-n2ncc3c(=O)n(CC#N)cnc32)cc1	-10	164	10	164	-16	88	104	-5%	25%
COc1cc(-n2c(=O)c3ccccc3n(Cc3ccccc3)c2=O)cc(OC)c1OC	8	190	-8	190	8	94	86	-14%	-73%
COC(=O)c1sc(S(=O)(=O)N2CCCCC2C(=O)O)c(C(=O)OC)c1C (stereo unspecified)	1	172	-1	172	/	/	/	5%	-5%
C=CCn1c(=O)c2ccccc2n2c(SCc3csc(-c4ccccc4)n3)nnc12	/	/	/	/	27	46	19	-7%	1%
CC(=O)Nc1ccccc1NS(=O)(=O)c1ccc(Cl)cc1	30*	138*	-30	138	-3	94	97	-2%	-39%
C[N+](C)(C)CC/C=C1/c2ccccc2CSc2ccccc21	-6	118	6	118	8	95	87	/	/
c1ccc(-c2nnc(-c3ccco3)o2)cc1	0	192	0	192	6	94	88	-14%	13%
O=C(CCn1c(=O)sc2ccccc21)NCCN1CCOCC1	-24	173	24	173	6	97	91	/	/
COc1ccc2[nH]c(=O)c(CN(Cc3ccccc3)Cc3nnnn3CC3CCCO3)cc2c1 (stereo unspecified)	9	103	-9	103	32	63	32	6%	-38%
Cc1ccc(-n2nnnc2SCC(=O)Nc2c(C)n(C)n(-c3ccccc3)c2=O)cc1	4	170	-4	170	22	101	79	-12%	-35%
C=CCn1c(Cc2csc(N)n2)nnc1SCC(=O)Nc1ccc(C(=O)OCC)cc1	2	129	-2	129	9	87	78	2%	0%
CCOc1ccc(C(C)=O)cc1CC(C(N)=O)C(N)=O	0	178	0	178	-11	98	110	-15%	8%
COc1cc([N+](=O)[O-])cc(CN2CCCCC2)c1O	-1	186	1	186	/	/	/	-17%	20%
CC(C)Sc1cc(N2CCCC2)nc(-c2ccc(F)cc2)n1	4	123	-4	123	/	/	/	0%	-12%
CCc1c(C)sc(NC(=O)C2CC2c2ccccc2)c1C(N)=O (stereo unspecified)	-5	56	5	56	/	/	/	-1%	7%
COC(=O)/C(C(C)=O)=C(/C=C/C=C/N(C)C)N(C)C	-12	91	12	91	6	108	103	21%	-5%
CCn1c(SCC(=O)Nc2cccc(C(C)=O)c2)nnc1C(C)C	-2	86	2	86	-8	87	96	-5%	7%
CCc1ccc2c(c1)C(C)=CC(C)(C)N2	-6	136	6	136	-8	97	105	-10%	4%
O=C(Nc1nnc(-c2ccco2)s1)c1ccccc1	/	/	/	/	1	101	100	-22%	-15%
COc1ccc(C2C3=C(CCCC3=O)Nc3nc(SCc4ccc(C(=O)O)cc4)nn32)cc1OC (stereo unspecified)	-15	49	15	49	-1	96	97	-29%	0%
O=C(NCCN1CCN(c2ccccc2)CC1)C1(S(=O)(=O)c2ccc(Cl)cc2)CC1	/	/	/	/	5	86	81	-3%	-46%
CCOC(=O)c1c(NC(=O)CSc2nnc(-c3cccnc3)o2)sc2c1CCC2	-2	144	2	144	7	81	74	/	/
COc1cccc(NS(=O)(=O)c2ccc3c(c2)CCCN3C(C)=O)c1	-19	171	19	171	12	99	86	-4%	-24%
COc1cccc(-c2cc(C(F)(F)F)c3c(N)c(C#N)sc3n2)c1	8	175	-8	175	/	/	/	-14%	13%
CC(=O)c1c(C)n(C)c2ccc(O)cc12	-16	165	16	165	/	/	/	-10%	-24%
CC(=O)NC(CC(=O)Nc1cccc(S(=O)(=O)N2CCCCC2)c1)c1ccccc1 (stereo unspecified)	-19	217	19	217	3	89	86	-18%	-6%

Part of the list above, showing only IL1B NFkB pot cell count 2 µM, IL1B NFkB pot and NFkB transloc inh cell count 2 µM.
SMILES	IL1B NFkB pot cell count 2 µM	IL1B NFkB pot	NFkB transloc inh cell count 2 µM
COc1cccc(-c2cc(C(F)(F)F)c3c(N)c(C#N)sc3n2)c1	175	-8	175
CC(=O)c1c(C)n(C)c2ccc(O)cc12	165	16	165
CCc1c(C)sc(NC(=O)C2CC2c2ccccc2)c1C(N)=O (stereo unspecified)	56	5	56

(further entries)
SMILES	NFkB transloc inh	NFkB transloc inh cell count 2 µM	IL1B NFkB pot	IL1B NFkB pot cell count 2 µM	MRP reversal	MRP reversal cytotoxicity	MRP reversal with doxorubicin	Bcl-B displacement	PLAP inhibition
N#CCC1c2ccccc2CCN1C(=O)Nc1cccc(Cl)c1 (stereo unspecified)	4	129	-4	129	/	/	/	1%	23%
COc1cccc(/C=N/n2nnc3c(cnn3-c3ccccc3)c2=O)c1	4	103	-4	103	/	/	/	-3%	21%
CC(=O)c1ccc(NC(=O)CN2CCN(c3ncccn3)CC2)cc1	9	163	-9	163	/	/	/	-1%	15%
COc1ccc(C(=O)NC(C)c2cc(OC)c(OC)cc2Br)cc1 (stereo unspecified)	11	151	-11	151	/	/	/	-9%	-4%
Cc1cc(NC(=O)CCC(=O)N(Cc2ccco2)C(C(=O)NC2CCCC2)c2ccccc2C)no1 (stereo unspecified)	1	132	-1	132	5	84	80	/	/
COc1ccc(-c2nn(-c3ccccc3)cc2CO)cc1	-2	142	3	142	4	85	80	7%	28%
COC(=O)Cc1cc(=O)[nH]c(/N=C(/NC(=O)c2ccccc2)Nc2ccccc2C)n1	-16	176	16	176	4	82	78	/	/
CC(C)Cc1oc(C(=O)O)cc1CN	-6	159	6	159	/	/	/	5%	-16%
COCCn1c(C)cc(C(=O)CSc2nc3ccccc3o2)c1C	0	192	0	192	6	91	84	4%	11%
CCCN(CCO)CCCc1ccccc1	/	/	/	/	-1	94	95	1%	-16%

Given with bars between the fields: part of the list above.
compound | NFkB transloc inh | NFkB transloc inh cell count 2 µM | IL1B NFkB pot | IL1B NFkB pot cell count 2 µM | MRP reversal | MRP reversal cytotoxicity | MRP reversal with doxorubicin | Bcl-B displacement | PLAP inhibition
COC(=O)CN(c1cccc(F)c1)S(C)(=O)=O | -71 | 171 | 71* | 171* | / | / | / | 3% | 13%
COc1ccc2[nH]c(=O)c(CN(C(=O)c3cccnc3)c3ccc(C)cc3)cc2c1 | -18 | 191 | 18 | 191 | -1 | 75 | 76 | 2% | -5%
O=C(Cn1c(=O)c2c(ncn2C2CCCC2)n(Cc2ccccc2)c1=O)N1CCc2ccccc21 | -16 | 178 | 16 | 178 | 16 | 91 | 75 | -45% | -82%
Cc1ccccc1Cn1c(=O)n(CCCC(=O)NCc2ccco2)c(=O)c2sccc21 | / | / | / | / | -16 | 60 | 76 | 3% | -59%
